Screening data deposited in PubChem by NCI.
Growth percent in the NCI-60 one-dose screen (48 h, 10 µM unless noted): 100 = growth as untreated, 0 = no growth, -100 = all killed.
786-0 – 786-0 renal cancer cells; hit rate 5.1% among 81,000
SF-268 – SF-268 CNS cancer cells. hit rate 3.1% among 82,000
U251 – U251 CNS tumor cells; hit rate 5.4% among 80,000; AID 1794753
CAKI-1 – CAKI-1 renal cancer | AID 1794772 | hit rate 4.7% among 75,000
SN12C – SN12C renal cancer cells; hit rate 3.8% among 81,000
UO-31 – UO-31 renal cancer. hit rate 5.2% among 81,000
SF-295 – SF-295 CNS cancer cells | hit rate 5.6% among 79,000
TK-10 – TK-10 renal cancer cells. hit rate 3.9% among 81,000. AID 1794769
An asterisk follows results filed as active; . = not tested or not shown. How the source made its calls: active means growth percent below 10; inactive means the rest.

entry	Compound	786-0	SF-268	U251	CAKI-1	SN12C	UO-31	SF-295	TK-10
1	O=C(NCc1ccco1)Nc1cc(Cl)ccc1Cl	95	106	98	.	102	98	101	99
2	COc1ccc(-c2nc(C(=O)Nc3ccccc3OC)nn2-c2cccc3ccccc23)cc1	80	86	88	71	85	38	83	77
3	Nc1nonc1-c1nc2ccccc2n1Cc1nn[nH]n1	100	111	95	91	99	89	104	98
4	CCCn1c(=O)c2[nH]c(-c3ccc(OCc4nc5ccc(C(F)(F)F)cc5[nH]4)cc3)nc2n(CCC)c1=O	43	57	38	44	54	52	39	96
5	O=C(Nc1ccc(OCc2ccccn2)c(Cl)c1)c1ccccn1	84	97	95	91	93	82	97	90
6	CC(=O)C1(C)CCC2C3C=C(C)C4=CC(=O)CCC4(C)C3CCC21C (stereo not given)	94	85	103	77	92	65	91	101
7	O=C(NC1CCCCC1)OCC1OC(n2cnc3c(=O)[nH]cnc32)C(OC(=O)NC2CCCCC2)C1OC(=O)NC1CCCCC1 (stereo not given)	107	102	76	91	97	89	107	98
8	O=C(O)[C@H](Cc1ccccc1)N1C(=O)c2ccccc2C1=O	103	124	101	96	99	92	101	120
9	Cc1nn(-c2ccccc2)c(Oc2ccc(Cl)cc2)c1/C=N\N=c1/sc2ccccc2n1C	96	80	87	81	88	62	101	117
10	CCn1cc(C(=O)O)c(=O)c2cc(F)c(N3CCN(C)CC3)cc21	96	109	98	91	102	73	94	110
11	CCCC1N=C(N)N=C(N)N1c1ccc(OC)cc1 (stereo not given)	104	98	89	102	96	99	101	.
12	C#C[C@@]1(O)[C@@H](CO)O[C@@H](n2cnc3c(-c4ccc(F)cc4)ncnc32)[C@@H]1O	97	99	104	.	105	89	96	93
13	COC1OC2COC(c3ccccc3)OC2C2OC(c3ccccc3)OC12 (stereo not given)	99	94	92	63	98	88	87	79
14	CC(O)COc1ccccc1 (stereo not given)	109	94	107	98	112	86	103	107
15	CCOC(=O)c1[nH]n(-c2ccccc2)c(=O)c1/C=N/C(N)=S	102	96	100	96	105	90	102	104
16	N#CC12C(=O)NC(=O)C1(C#N)C2C(=O)c1ccccc1 (stereo not given)	106	100	103	95	97	74	108	116
17	C=C(C)[C@@H]1CC=C2c3sc(Nc4ccc(F)cc4)nc3C[C@@H](C)[C@]2(C)C1	91	104	86	87	95	81	100	112
18	Nc1ncnc(Nc2ccc(S(N)(=O)=O)cc2)n1	106	110	107	105	103	103	107	102
19	CCOC(=O)c1cc(C(=O)c2ccc(Br)cc2)n2ccc(/C=C/c3cc[n+](CC(=O)c4ccc(Br)cc4)cc3)cc12	.	109	91	87	76	91	103	86
20	CCNC(=S)n1nc(-c2ccc(OC)cc2)nc1N	104	95	107	.	98	81	92	99
21	COc1cccc(OC)c1[N+](=O)[O-]	104	109	.	113	104	91	91	101
22	O=C(N=Nc1c(O)[nH]c2c(Br)cc(Br)cc12)Nc1ccc(Cl)cc1	80	92	82	52	78	59	69	106
23	N=C(c1ccccc1)N(Cc1ccccc1)Cc1ccccc1	87	103	97	90	99	73	59	106
24	COc1ccc2[nH]c(=O)c(O)c(-c3cccc4ccccc34)c2c1	96	96	94	.	87	62	100	143
25	COc1ccc(CN2c3ccccc3Sc3ccccc32)c(F)c1	42	52	30	22	47	43	7.5*	51

Molecules from the list above with an NH in an aromatic ring, in the order listed:
entry	Compound	786-0	SF-268	U251	CAKI-1	SN12C	UO-31	SF-295	TK-10
3	Nc1nonc1-c1nc2ccccc2n1Cc1nn[nH]n1	100	111	95	91	99	89	104	98
4	CCCn1c(=O)c2[nH]c(-c3ccc(OCc4nc5ccc(C(F)(F)F)cc5[nH]4)cc3)nc2n(CCC)c1=O	43	57	38	44	54	52	39	96
7	O=C(NC1CCCCC1)OCC1OC(n2cnc3c(=O)[nH]cnc32)C(OC(=O)NC2CCCCC2)C1OC(=O)NC1CCCCC1 (stereo not given)	107	102	76	91	97	89	107	98
15	CCOC(=O)c1[nH]n(-c2ccccc2)c(=O)c1/C=N/C(N)=S	102	96	100	96	105	90	102	104
22	O=C(N=Nc1c(O)[nH]c2c(Br)cc(Br)cc12)Nc1ccc(Cl)cc1	80	92	82	52	78	59	69	106
24	COc1ccc2[nH]c(=O)c(O)c(-c3cccc4ccccc34)c2c1	96	96	94	.	87	62	100	143

Other compounds:
entry	Compound	786-0	SF-268	U251	CAKI-1	SN12C	UO-31	SF-295	TK-10
26	O=C(NCc1cccnc1)/C(=C\c1ccc(Br)cc1)S(=O)(=O)c1ccccc1	-68*	-31*	-87*	-2.9*	-30*	11	14	-59*
27	COC(=O)N1CCN(CCNCc2ccc(NC(=O)c3ccc(C)c(C#Cc4cnc5cccnn45)c3)cc2C(F)(F)F)CC1	38	28	36	20	40	27	-25*	69
28	O=S(=O)(O)c1cccc2cccc(Cl)c12	100	107	99	.	.	92	.	94
29	Cc1ccc2nc(-c3ccc(C(=O)N/N=C/c4ccc(Cl)cc4)cc3)[nH]c2c1	105	102	116	97	108	91	113	149
30	Cc1ccc2nc(/C(C#N)=C(/CCCO)NCCC(=O)O)[nH]c(=O)c2c1	102	108	102	117	109	104	121	153
31	CCC(C)OC(=O)c1cc(-c2ccc(O)cc2)nc2ccccc12 (stereo not given)	89	91	90	59	86	62	105	80
32	NNC(=O)COc1ccc(-c2nc3cc(Cl)c(Cl)cc3[nH]2)cc1	105	98	105	95	99	86	101	125
33	CC(C)(C(N)=O)N1CCN(c2ccc(Cl)cc2)CC1	85	108	92	.	89	114	.	99
34	C=CCNC(=S)NCCO	100	105	103	85	113	107	101	101
35	COc1ccc(Oc2nc(NC3CCCCCC3)nc(Oc3ccc(OC)cc3)n2)cc1	90	93	.	89	96	76	83	107
36	COc1cc(NS(=O)(=O)c2ccc(N)cc2)nc(OC)n1	102	110	95	90	104	87	104	104
37	COC1OC(C)(C(OC)OC)CCC1C (stereo not given)	112	104	102	92	90	78	112	104
38	O=C1N=C(c2c(-c3[nH]c(=O)c4ccc(Cl)cc4c3O)c(O)c3ccccc3c2O)C(=O)c2cc(Cl)ccc21	107	103	109	94	103	85	96	98
39	CCOC(=O)c1c(N)c(C#N)cn1Cc1ccc(Cl)cc1Cl	76	80	64	62	81	60	80	70
40	COc1cc(/C=C2\COc3ccc(-c4ccccc4)cc3C2=O)cc(OC)c1	89	82	76	72	81	77	69	103
41	CCCOC(=O)CCC(C)=O	97	105	106	101	101	87	103	95
42	COc1ccc(-c2cc(-c3ccccc3)nc3nc(N)nn23)cc1	95	97	97	92	99	86	105	88
43	COc1ccc2c(O)c(/C=C3\N=Nc4ncccc43)oc2c1C[C@@H]1CCNC[C@H]1F	-78*	-31*	-85*	1.5*	-28*	-15*	0.6*	-2.3*
44	C=Cn1c(O)c(N=NC(=O)c2ccc(S(N)(=O)=O)cc2)c2ccccc21	102	105	107	85	99	87	100	108
45	CC1CNC(=S)N(c2ccccc2)C1=O (stereo not given)	101	104	97	97	103	86	104	94
46	COc1ccc(-n2cc(-c3cc(OC)c(OC)c(OC)c3)n(C(C)=O)c2=O)cc1	64	95	88	54	93	77	82	105
47	O=C(CSc1nc(-c2ccccc2)c(-c2ccccc2)o1)N1CCCCC1	98	80	49	105	103	76	72	198
48	COC(=O)C(C(=O)OC)C(C(=O)OC)C(=O)OC	114	105	.	112	96	92	.	118
49	Nc1c(O)cccc1C(=O)O	98	102	98	102	96	91	101	100
50	O=C(Nc1ncc(Cc2ccc(C(F)(F)F)cc2)s1)c1ccc(-c2cccc([N+](=O)[O-])c2)o1	95	103	90	84	90	75	88	81
51	Nc1ccc(Nc2ccc(N)cc2S(=O)(=O)O)cc1	118	106	100	69	95	.	122	134
52	O=C(O)c1ccc(NC2=C(I)C(=O)c3ncccc3C2=O)cc1	113	96	113	97	105	76	107	113
53	CCCCC[n+]1ccc(SCC(=O)n2ccc3ccccc32)c2ccccc21	96	106	94	78	83	67	82	119
54	CC(=O)Nc1ccc(C(=O)NC(=S)Nc2ccc(S(N)(=O)=O)cc2)cc1	95	97	94	88	92	81	102	89
55	O=C1NN(C(=O)c2ccc(O)cc2)C(c2ccccc2)=N/C1=C/c1ccoc1	98	92	102	83	106	87	96	96
56	CC(C)(C)c1[nH]nc2c1C(c1cc3ccccc3[nH]c1=O)Nc1cc(C(=O)Nc3ccc(Cl)cc3)ccc1N2 (stereo not given)	66	62	60	95	71	84	39	105
57	COc1cc2c(c(OC)c1OC)OC1(OC(=O)c3ccccc31)OC2=O (stereo not given)	94	96	96	.	96	92	100	87
58	COc1ccc(Cn2cc(C#N)c(N)c2C(=O)c2ccc(Br)cc2)cc1	89	97	101	90	90	76	76	105
59	Cc1ccc2c(Cn3cc(Cn4c(C)cc(=O)n(Cc5cn(Cc6cc(=O)oc7cc(C)ccc67)nn5)c4=O)nn3)cc(=O)oc2c1	108	99	108	97	103	88	102	114
60	COc1ccc(-c2nc(SCc3cc(=O)oc4cc(C)cc(C)c34)[nH]c(=O)c2C(=O)NC(C)(C)C)cc1	96	107	97	94	100	91	95	108
61	CCOC(=O)c1c(Cl)c2c(n1Cc1cccc(OC)c1)-c1oncc1CC2	34	44	26	7.9*	43	-1.9*	-1.6*	55
62	COc1ccc(C(=O)Cn2cnc3c(Nc4cc(C(=O)Nc5ccc(N6CCOCC6)cc5)ccc4C)ncnc32)cc1	101	100	112	.	100	81	100	129
63	CSc1nc2nc[nH]c2c(=O)[nH]1	102	97	98	98	108	96	98	96
64	COc1ccccc1C(=O)C(=O)c1ccccc1OC	102	104	101	92	102	75	129	99
65	CCCSSSC	96	98	89	96	101	89	98	98
66	O=C1CSC(=S)N1CCc1ccc(O)cc1	40	86	100	81	82	60	97	69
67	OC1(c2ccccc2)CC2CCC1C2 (stereo not given)	103	110	105	98	94	75	106	99
68	Cc1cccc(Cl)c1NC(=O)c1cnc(Nc2cc(N3CCOCC3)cc(N3CCOCC3)c2)s1	17	34	55	-38*	30	-0.2*	34	-65*
69	Cc1ccc(S(=O)(=O)n2nc(NS(=O)(=O)c3cc(C)c(Cl)cc3SCc3ccccc3)[nH]c2=O)cc1	98	89	83	.	95	86	136	138
70	CC(C(=O)O)N1C(/N=C/c2ccc(Cl)cc2)=NNC1(C)c1ccccc1O (stereo not given)	102	97	94	103	98	83	104	115
71	c1cc2c3c(cccc3c1)NC(Cc1nc3ccccc3s1)=N2	107	92	100	96	94	70	107	150
72	CCCCC[C@H]1C/C=C2/C(=O)C(Cl)=C[C@@H]2C/C=C\CCCC(=O)O[C@@H](CCCCC)C/C=C2/C(=O)C(Cl)=C[C@@H]2C/C=C\CCCC(=O)O1	-67*	1.6*	-79*	.	-42*	-90*	-27*	-20*
73	O=C1O[C@@H](CO)[C@H](O)[C@@H](O)[C@@H]1O	97	110	105	96	.	86	104	108
74	O=c1[nH]c(O)c(/C=C2/C=Nc3ccccc32)[nH]1	107	82	103	106	98	69	125	100
75	COc1ccc2c(c1)CCNC21C(=O)Nc2c(Br)cc(Br)cc21 (stereo not given)	95	100	97	83	93	62	103	106
76	CC(=O)c1ccc([N+](=O)[O-])o1	111	106	96	101	105	93	108	105
77	O=C(N/N=C/c1ccc(O)c(S(=O)(=O)O)c1)C(=O)N/N=C/c1ccc(O)c(S(=O)(=O)O)c1	114	113	98	102	101	95	113	118

Random excerpt: 2 records from the list.
entry	Compound	786-0	SF-268	U251	CAKI-1	SN12C	UO-31	SF-295	TK-10
31	CCC(C)OC(=O)c1cc(-c2ccc(O)cc2)nc2ccccc12 (stereo not given)	89	91	90	59	86	62	105	80
40	COc1cc(/C=C2\COc3ccc(-c4ccccc4)cc3C2=O)cc(OC)c1	89	82	76	72	81	77	69	103
